Screening results: PubChem BioAssay, Vanderbilt High Throughput Screening Facility
Cav32 inh: blocks human Cav3.2 T-type calcium channel; O95180; Cav3.2-expressing cells, Fluo-4 calcium fluorescence FDSS; active compounds read low; B-score at 10 µM; 100,000 compounds, 4% hits; AID 449739;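 active = single-dose well whose peak fluorescence ratio is a statistical outlier from its plate by either plate-standardised score or position-corrected B-score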
Target sequence (O95180 whole entry, looked up): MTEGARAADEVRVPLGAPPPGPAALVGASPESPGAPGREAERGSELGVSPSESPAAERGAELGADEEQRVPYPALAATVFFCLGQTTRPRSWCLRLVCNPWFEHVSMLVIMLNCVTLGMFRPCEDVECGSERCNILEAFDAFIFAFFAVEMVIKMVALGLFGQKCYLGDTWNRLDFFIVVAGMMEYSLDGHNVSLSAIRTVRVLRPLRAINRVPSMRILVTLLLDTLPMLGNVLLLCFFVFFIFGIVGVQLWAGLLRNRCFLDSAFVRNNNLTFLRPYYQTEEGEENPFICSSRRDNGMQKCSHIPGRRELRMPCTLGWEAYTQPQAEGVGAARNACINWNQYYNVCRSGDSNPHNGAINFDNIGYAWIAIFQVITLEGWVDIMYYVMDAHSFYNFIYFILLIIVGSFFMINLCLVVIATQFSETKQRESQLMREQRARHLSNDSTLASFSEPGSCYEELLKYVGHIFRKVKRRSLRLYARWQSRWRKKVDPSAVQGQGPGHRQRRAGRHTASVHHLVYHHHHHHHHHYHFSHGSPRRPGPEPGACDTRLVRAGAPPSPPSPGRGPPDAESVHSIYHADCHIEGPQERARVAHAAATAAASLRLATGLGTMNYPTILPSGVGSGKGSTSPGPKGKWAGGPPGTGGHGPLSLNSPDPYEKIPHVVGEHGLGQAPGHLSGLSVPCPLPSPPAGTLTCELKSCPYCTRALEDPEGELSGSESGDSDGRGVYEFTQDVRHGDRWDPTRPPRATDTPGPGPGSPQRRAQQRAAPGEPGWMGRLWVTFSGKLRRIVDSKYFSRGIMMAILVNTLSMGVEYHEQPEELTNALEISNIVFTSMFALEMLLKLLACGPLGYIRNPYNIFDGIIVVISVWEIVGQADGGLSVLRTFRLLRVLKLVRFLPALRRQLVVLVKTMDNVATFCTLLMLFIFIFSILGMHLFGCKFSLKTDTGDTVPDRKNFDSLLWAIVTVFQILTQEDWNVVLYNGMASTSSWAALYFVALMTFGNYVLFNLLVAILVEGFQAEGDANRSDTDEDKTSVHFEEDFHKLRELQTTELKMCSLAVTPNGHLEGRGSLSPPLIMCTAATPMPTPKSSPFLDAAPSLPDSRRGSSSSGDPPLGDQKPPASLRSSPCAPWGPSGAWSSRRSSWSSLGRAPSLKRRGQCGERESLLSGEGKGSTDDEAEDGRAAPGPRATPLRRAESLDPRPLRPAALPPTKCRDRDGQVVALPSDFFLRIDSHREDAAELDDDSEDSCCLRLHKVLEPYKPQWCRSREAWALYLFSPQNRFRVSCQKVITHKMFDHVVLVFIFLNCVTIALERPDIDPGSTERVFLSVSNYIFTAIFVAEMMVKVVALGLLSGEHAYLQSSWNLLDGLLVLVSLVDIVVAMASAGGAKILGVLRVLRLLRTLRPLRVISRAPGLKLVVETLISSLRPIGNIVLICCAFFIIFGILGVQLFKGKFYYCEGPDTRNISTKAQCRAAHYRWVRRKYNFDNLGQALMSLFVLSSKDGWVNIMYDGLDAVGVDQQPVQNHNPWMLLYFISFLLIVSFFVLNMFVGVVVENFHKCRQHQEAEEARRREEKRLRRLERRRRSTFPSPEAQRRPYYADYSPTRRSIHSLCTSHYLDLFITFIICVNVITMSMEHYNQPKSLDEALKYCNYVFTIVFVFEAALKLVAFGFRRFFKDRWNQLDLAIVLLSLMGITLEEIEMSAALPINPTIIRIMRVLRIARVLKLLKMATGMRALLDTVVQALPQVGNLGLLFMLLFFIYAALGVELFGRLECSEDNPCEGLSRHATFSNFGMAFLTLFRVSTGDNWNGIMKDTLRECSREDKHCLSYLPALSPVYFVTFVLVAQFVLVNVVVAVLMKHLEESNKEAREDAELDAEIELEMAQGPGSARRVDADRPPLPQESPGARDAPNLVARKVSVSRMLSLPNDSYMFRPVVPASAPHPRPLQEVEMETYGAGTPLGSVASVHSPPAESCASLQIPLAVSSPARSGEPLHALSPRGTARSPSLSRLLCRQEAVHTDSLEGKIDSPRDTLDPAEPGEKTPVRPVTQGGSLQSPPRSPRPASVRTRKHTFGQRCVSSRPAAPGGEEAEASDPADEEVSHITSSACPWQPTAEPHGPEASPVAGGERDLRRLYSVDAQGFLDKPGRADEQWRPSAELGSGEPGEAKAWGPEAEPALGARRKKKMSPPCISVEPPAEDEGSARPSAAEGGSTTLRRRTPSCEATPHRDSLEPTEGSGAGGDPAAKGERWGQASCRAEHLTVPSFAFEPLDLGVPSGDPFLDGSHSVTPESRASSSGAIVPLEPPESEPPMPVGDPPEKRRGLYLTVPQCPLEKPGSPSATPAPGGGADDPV
* marks the source's active call; other numbers are inactive results. These rows are one share of the data; the hit share may differ from the screen's.

Preview (seven entries):
smiles | Cav32 inh
COc1ccc(Oc2coc3cc(OC(=O)c4cccs4)ccc3c2=O)cc1 | 0.0898
COc1ccc(-c2nc(N3CCCC3)[nH]c(=O)c2C#N)cc1 | -0.385
CCn1cc(Br)c(C(=O)Nc2cccc(SC)c2)n1 | -0.811
CN1CC(=O)N(C)c2nc(Br)n(C)c2C1=O | -2.36
Cc1cccc(C(=O)Nc2ccc(CC(=O)O)cc2)c1 | 0.63
COc1ccc(CNC(=O)C2(CC3CC(c4ccccc4)=NO3)CCN(C(=O)C3(C)CC3)CC2)cc1 (stereo not given) | 0.268
COCCCNC(=O)c1oc2ccc(S(=O)(=O)N(C)C3CCCCC3)cc2c1C | -1.48

Results, from the first entry:
smiles | Cav32 inh
COc1ccc(Oc2coc3cc(OC(=O)c4cccs4)ccc3c2=O)cc1 | 0.0898
COc1ccc(-c2nc(N3CCCC3)[nH]c(=O)c2C#N)cc1 | -0.385
CCn1cc(Br)c(C(=O)Nc2cccc(SC)c2)n1 | -0.811
CN1CC(=O)N(C)c2nc(Br)n(C)c2C1=O | -2.36
Cc1cccc(C(=O)Nc2ccc(CC(=O)O)cc2)c1 | 0.63
COc1ccc(CNC(=O)C2(CC3CC(c4ccccc4)=NO3)CCN(C(=O)C3(C)CC3)CC2)cc1 (stereo not given) | 0.268
COCCCNC(=O)c1oc2ccc(S(=O)(=O)N(C)C3CCCCC3)cc2c1C | -1.48
CC(C)Oc1ccc(C(CC(=O)NCc2ccco2)c2ccccc2)cc1 (stereo not given) | -3.94*
Cc1ccc(C(=O)Nc2ncnc3sc4c(c23)CCCCC4)cc1 | -3.04
CC(C)(C)n1nnnc1CN1C2CCC1CC(NC(=O)Nc1ccccc1)C2 (stereo not given) | 1.2
O=C(O)c1cc(-c2ccccc2)n(-c2ccccc2C(=O)O)n1 | -0.399
COc1ccc(OC)c(NS(=O)(=O)c2ccc(SC)cc2)c1 | -3.21
CCOC(=O)c1[nH]c(=O)[nH]c1CSc1nc(C)cc(C)n1 | 0.975
O=c1oc2ccccc2c(Nc2ccc(O)cc2)c1[N+](=O)[O-] | -0.328
Clc1ccc(-c2ccc(-c3nn4c(-c5ccco5)nnc4s3)o2)cc1 | -0.146
COC(=O)c1ccccc1NC(NC(=O)c1ccco1)C(=O)c1ccc(C)cc1 (stereo not given) | 0.0289
CCn1c(CCNC(=O)c2ccc(Cl)cc2)nnc1SCC(=O)NC1CCCC1 | 0.00703
CCC(=O)c1ccc(OCC(O)Cn2cnc3ccccc32)cc1 (stereo not given) | 0.744
CCOC(=O)CN(C(=O)CSc1nnc(-c2ccncc2)n1CCCN(C)C)c1ccccc1 | -0.554
CS(=O)(=O)C1=C(O)C(=O)N(c2ccccc2)C1c1ccccc1 (stereo not given) | -0.22
CCOc1ccc(NC(=O)c2ccc3nccnc3c2)cc1 | -0.187
CCOC(=O)C1=C(O)c2ccccc2C(=O)/C1=C\c1ccc(CC)cc1 | -4.58
Cc1sc2nc3ccc(NCc4ccco4)nn3c(=O)c2c1C | 0.534
CC(=O)c1cccc(N(C(=O)c2ccco2)C(C(=O)NC2CCCC2)c2ccncc2)c1 (stereo not given) | 1.02
CCOc1ccccc1C(=O)NC1CC2CCCC(C1)N2C1CC1 (stereo not given) | -0.162
CCNc1nc(NC(C)C)nc(Oc2ccc(OCCOc3ccccc3)nn2)n1 | 0.041
c1csc(-c2nc3ccccc3[nH]2)c1 | -0.129
O=C(CN1CCN(Cc2ccc3c(c2)OCO3)CC1)Nc1ccc2c(c1)OCCO2 | -0.0109
Cc1cc(C(=O)CSc2nnc3c(Cl)cc(Cl)cn23)c(C)n1C | 1.44
CC(C)(C)OC(=O)NCCCC[C@@H](C(=O)N1CCN(C(=O)OC(C)(C)C)CC1)n1cc(CCC(=O)O)nn1 | 2.44
CSc1nnc(-c2cnccn2)n1C | 0.419
O=C(O)C1=C[C@H](c2cccs2)C[C@H](OCc2ccc(CO)cc2)O1 | 0.336
O=[N+]([O-])/C=C/c1cn(Cc2ccccc2)c2ccccc12 | 0.405
CCOC(=O)N1CCC(NCCNC(=O)c2ccccc2)CC1 | -0.378
CCCC(C(=O)NCc1ccco1)N(C(=O)CNS(=O)(=O)c1ccccc1)c1ccccc1OC (stereo not given) | -5.43*
NC(=O)c1ccc2c(c1)OCCO2 | -1.09
COc1ccc(OC(=O)c2cccc([N+](=O)[O-])c2)c(C(=O)/C=C/c2cccs2)c1 | 0.716
Cc1cccc2cc(CN(Cc3nnnn3C3CCCCC3)C3CCCC3)c3nnnn3c12 | -0.71
COc1cc(/C=N/Nc2nn3cnnc3c3ccccc23)ccc1O | 0.784
O=C1OC2(CCCCC2)OC(=O)C1=CNc1nccs1 | -1.02
Cc1nc(NC(=O)/C=C/c2ccccc2)sc1C(=O)Nc1ccccc1Cl | 0.885
CN(C)NC(=S)Nc1ccc(Cl)cc1 | -1.11
O=C1CC(NCCC2=CCCCC2)C(=O)N1c1cccc(Cl)c1Cl (stereo not given) | -3.4*
COCc1cc(C)nc(NCCO)c1C#N | -0.0836
CCOc1cc(N2CCOCC2)c(OCC)cc1NC(=O)COc1ncnc2ccc(Br)cc12 | 0.155
CCS(=O)(=O)N1Cc2ccccc2CC1C(=O)NCC12CC3CC(CC(C3)C1)C2 (stereo not given) | -3.05
CCN(CC)CCN1C(=O)C(=O)/C(=C(/O)c2c(C)[nH]c(C(=O)OC)c2C)C1c1cccc(OC)c1 (stereo not given) | -0.132
O=C(N/N=C/c1ccc(Br)cc1)c1ccccc1-n1cccc1 | -2.61
Cc1cc(C(=O)CSc2nnc(-c3ccccc3)n2-c2ccccc2)c(C)n1-c1ncn[nH]1 | -0.0141
CSCCC(NC(=O)CCN1C(=O)c2ccccc2C1=O)C(=O)O (stereo not given) | 0.481
COc1cccc(-c2ccc(C#N)c(OC(=O)c3c(Cl)cccc3Cl)n2)c1 | -2.73
O=C(CN(Cc1ccccc1)C(=O)CCC(=O)Nc1ccccn1)NCc1ccco1 | -1.16
O=C(Cc1cccc2ccccc12)NNC(=O)Nc1cccc(Cl)c1 | -7.89*
COc1ccc(NC(=O)c2c3c(nc4ccccc24)CCC3)cc1 | 0.544
O=C1Nc2cc(Cl)c(Cl)cc2N(O)N1c1cccc(Cl)c1 | -0.503
O=C(COC(=O)c1cc2ccccc2o1)c1ccccc1 | -0.599

(next part)
smiles | Cav32 inh
CCOC(=O)c1c(NC(=O)CSc2nnc(Cc3csc(N)n3)n2C)sc(C)c1C | 0.284
Cc1cccc(N2CCN(C(=O)C3CCCN(S(=O)(=O)c4c(C)noc4C)C3)CC2)c1C (stereo not given) | -2.95
Cc1ccc(S(=O)(=O)N2CCN(C(=O)CCC(=O)N3CCc4ccccc43)CC2)cc1 | 1.43
CCCn1c(C)cc(=O)c2cc(NC(=O)c3cnccn3)ccc21 | 0.126
CCCn1c(NC(=O)C2CCN(S(=O)(=O)c3cccs3)CC2)nc2ccccc21 | -2.95
CCNc1nc(NC(C)C)nc(OCCNS(=O)(=O)c2cc(C)ccc2C)n1 | -0.0845
C=C1C2(C(=O)NCc3ccco3)CCC(C2)C1(C)C (stereo not given) | 0.781
CCN(CC)S(=O)(=O)c1ccc2[nH]cc(C(=O)NCCCN3CCCCC3C)c(=O)c2c1 (stereo not given) | -0.223
COc1ccc(NC(=O)NCc2cccnc2)cc1OC | 1.12
O=C(NC1CCCCC1)C(c1ccccc1)N(C(=O)Cc1ccsc1)c1ccccc1 (stereo not given) | -0.346
C#CCOCCOCCOCCNc1nc(N2CCN(C(=O)[C@H]([C@@H](C)CC)n3cc(CCCN=C(N)N)nn3)CC2)nc(N2CCN(C(=O)[C@H]([C@@H](C)CC)n3cc(CCCN=C(N)N)nn3)CC2)n1 | 1.03
Cc1ccc(NC(=O)c2cc([N+](=O)[O-])ccc2NCc2cccnc2)cc1Cl | -1.62
Cn1nnnc1Sc1ncnc2scc(-c3ccccc3)c12 | -0.939
O=C(Cn1ccc2ccccc2c1=O)NCCC(=O)N1CCN(c2cccc(C(F)(F)F)c2)CC1 | -0.642
Cc1cc(=O)oc(C)c1C(=O)NCCc1ccc(F)cc1 | 1.21
COc1cccc(C(=O)NC2(C(F)(F)F)N=C3SCCN3C2=O)c1 (stereo not given) | 0.406
CC1(C)CC(=O)C2=C(C1)OC(N)=C(C#N)C21C(=O)N(Cc2ccccc2Cl)c2ccccc21 (stereo not given) | -0.414
CCC(=O)N/C(=N/c1nc(C)cc(C)n1)Nc1ccc(OC)cc1 | 0.941
CCc1nnc(NS(=O)(=O)c2ccc(NC(=S)NC(=O)/C=C/c3ccc(C(C)C)cc3)cc2)s1 | -0.207
O=C(CSc1nnc2c(Cl)cc(C(F)(F)F)cn12)Nc1ccc2c(c1)OCO2 | 0.0479
CCCCn1c(SCC(=O)OCC)nc2c1c(=O)[nH]c(=O)n2C | -0.543
Cc1cccc(C2NC(=O)c3c(sc(C)c3C)N2)c1O (stereo not given) | 0.827
O=S1(=O)N=C(N2CCOCC2)c2ccccc21 | -0.0311
COc1ccccc1N1CCN(c2nnc(-c3ccc(F)cc3)c3ccccc23)CC1 | -0.102
COc1cc(/C=C/C(=O)N(C)c2ccccc2C(=O)O)cc(OC)c1OC | 1.44
COc1cccc(NC(=O)c2oc3ccccc3c2NC(=O)c2ccc3c(c2)OCO3)c1 | -1.32
Cn1c(=O)c2[nH]c(CNCc3ccccc3Cl)nc2n(C)c1=O | 1.38
CCOC(=O)C1=C(C(C)=O)C(c2cccnc2)C(C#N)=C(N)O1 (stereo not given) | 0.397
Cc1ccc(OCc2nnc(SCc3ccc(C#N)cc3)n2-c2ccc(C)cc2)cc1 | -2.74
COCCCNS(=O)(=O)c1ccc(OC)c(Cl)c1Cl | 1.37
CCOC(=O)c1c(C)[nH]c(C)c1C(=O)COC(=O)c1ccc(S(=O)(=O)N(CC)CC)cc1 | -0.501
CCCOc1cccc(C(=O)N(Cc2ccco2)C2CCS(=O)(=O)C2)c1 (stereo not given) | 0.98
Cc1cc(Cl)c(S(=O)(=O)N2CCCC2)cc1OCC(=O)NC1CCCCC1 | 2.19
C=COCCNC(=O)Nc1ccc(Cl)c(Cl)c1 | -2.15
COC(=O)c1cn[nH]c1NC(=S)Nc1ccc(Cl)c(Cl)c1 | -0.928
NC(=O)c1ccsc1NC(=O)C1CCCN1S(=O)(=O)c1ccc(Cl)cc1 (stereo not given) | -2.23
CC(=O)NCCCc1nc2ccccc2n1Cc1ccc(C)cc1 | 1.03
Cc1cc(C)cc(NC(=O)CC2NCCNC2=O)c1 (stereo not given) | 0.117
Cn1c(CN2CCCCC2)c(C#N)c2ccccc21 | -1.22
COC(=O)C1=C(C)Nc2ncnn2C1c1ccccn1 (stereo not given) | -0.0114
Cc1c(Cl)cccc1NC(=O)CC1NCCNC1=O (stereo not given) | 0.318
CC(C)(C)SCCNC(=O)c1ccc(Cl)c(S(=O)(=O)N2CCOCC2)c1 | 0.223
COc1cc2c(cc1OC)-c1cc3ccc4c(c3c[n+]1CC2)OCO4 | -1.83
CCc1nc(N2CCC3(CC2)OCCO3)c2nnn(Cc3ccccc3Cl)c2n1 | -1.25
COc1ccc(Cn2nnnc2CN2CCc3ccccc3C2)cc1 | -1.69
CCOC(=O)c1cnc(SCc2ccc(C(C)(C)C)cc2)nc1N | -7.2*
Cc1ccc(NC(=O)c2cc(S(=O)(=O)Nc3ccc(C)cc3)cs2)cc1 | -0.316
CCOC(=O)c1c(NC(=O)CSc2nnc(C)s2)sc2c1CCN(C)C2 | -0.252
Cc1ccc(CNC(=O)C2CC(c3ccccc3F)=NO2)cc1 (stereo not given) | -2.09
Cc1cccc(Nc2ccccc2C(=O)NCc2ccco2)c1C | -0.582
CC1=CC(=O)c2c(O)ccc(O)c2C1=O | -5.47*
COc1ccc(CCNC(=O)c2cccnc2)cc1 | 0.427
CCCCC(=O)Nc1nn(CC(C)C)c2nc3ccccc3cc12 | -1.46
O=C(Nc1ccccc1)NC1(C(=O)N2CCN(c3ncccn3)CC2)CCCCC1 | -0.606
COc1ccc2cc(CN(Cc3cccnc3)S(=O)(=O)c3ccccc3)c(=O)[nH]c2c1 | 1.56
O=C1CC(C(=O)Nc2cccc3ccccc23)C2(CCCC2)O1 (stereo not given) | -0.379

Following part
smiles | Cav32 inh
O=C(NCCCCC(NC(=O)c1ccc([N+](=O)[O-])cc1)C(=O)O)c1ccc([N+](=O)[O-])cc1 (stereo not given) | 0.0701
COC(=O)Nc1ccc(S(=O)(=O)N2CCCCCC2)cc1 | -0.533
CCN(CC)S(=O)(=O)N1CCC(C(=O)NCCN2CCOCC2)CC1 | -0.119
CC(/C=N/Nc1nc(N2CCCCC2)nc(N2CCCCC2)n1)=C\c1ccccc1 | -2.78
Cc1ccc(C(c2nnnn2CS(=O)(=O)c2ccc(C)cc2)N2CCN(c3ncccn3)CC2)cc1 (stereo not given) | -2.1
O=C(CCC1CCCCC1)Nc1c2c(nn1-c1ccc(F)cc1)CS(=O)(=O)C2 | -1.05
CC(C)N1CC(O)=C(c2nc3ccccc3c(=O)[nH]2)C1=N | 0.0382
COc1ccc(C2C(C(N)=O)=C(C)Nc3nc(-c4ccccc4OC)nn32)cc1OC (stereo not given) | -0.861
Cc1nc2ccccn2c1C(=O)/C=C/c1ccc(F)cc1 | 1.21
COc1ccc(OC)c(NC(=O)CSc2ccccc2)c1 | -1.71
Cc1cccc2c(=O)c(C(=O)NCCCN3CCOCC3)c[nH]c12 | 0.118
Cc1ccc(Nc2nc(-c3c(C)nc4ncccn34)cs2)cc1 | -0.698
COc1ccc(NC(=S)NNC(=O)Cn2nc([N+](=O)[O-])cc2C)cc1 | -0.0667
